Pol iota inh: blocks human DNA polymerase iota activity | Pol iota fluorescent replication assay, 10 min | Q9UNA4 | 1% of 390,000 active | Potency, µM (highest dose often 115 µM), inactives show top-dose activity, negative = inhibition, actives largely listed as inhibitors
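Fluorescent replication assay read twice, at 0 min and 10 min after adding 50 nM (final) substrate. Enzyme (10 nM) and compounds were first incubated 15 min at room temperature; enzyme-free buffer wells were negative controls.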
BAZ2B inh: BAZ2B (human) inhibition. Potency, µM (titrated, usually from 114 µM), for inactives: at the top dose activity change, negative = inhibition, most hits filed as inhibitors. AlphaScreen BAZ2B-H3K14Ac peptide displacement. 4.4% of 360,000 active. AID 504333. Q9UIF8; also: % is scaled to controls: 0 for no effect and ±100 for the full control effect; nearly all actives have a fitted effect of over 60% in size
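AlphaScreen displacement of biotin-H3(5-23)K14Ac peptide (50 nM final) from BAZ2B (50 nM final) in PBS pH 7.4, 0.01% Tween-20; complex preformed 30 min RT, then compounds (top 110 uM) 30 min RT, beads 20 min dark.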
Anesthetic bind: candidate novel general anesthetic via apoferritin binding | P02791 | apoferritin/1-aminoanthracene competitive binding, fluorescence | Potency, µM (series often up to 77.5 µM), for inactives: at the top dose activity change, negative = displacement, hits mostly inhibitors | 0.074% of 350,000 active; also: % is scaled to controls: 0 for no effect and ±100 for the full control effect; nearly all actives have a fitted effect of over 20% in size
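10 uM apoferritin + 50% sat. 1-AMA, PBS; cpd 10 min RT; Ex380/Em535 endpoint; normalized to free probe vs complex; 4-param Hill fit; propofol titration as pos. ctrl.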
G9a block: G9a (human) methyltransferase inhibition | G9a H3K9 monomethylation, AlphaScreen, 2 h | AID 504332 | Potency, µM (series often up to 102 µM), without a hit: at the highest dose activity, negative = inhibition, usual class: inhibitors | Q96KQ7 | 8.8% of 350,000 active; also: % is scaled to controls: 0 for no effect and ±100 for the full control effect; nearly all actives have a fitted effect of over 75% in size
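G9a (20 nM) preincubated 15 min RT with compounds, then 500 nM biotinylated H3K9 peptide and 20 uM SAM added; 2 h RT reaction. Monomethyl-H3K9 product detected by AlphaScreen with anti-H3K9me1 antibody, streptavidin donor and anti-rabbit IgG acceptor beads.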
POLH inh: DNA polymerase eta (human) inhibition; AID 588591; 1.2% of 390,000 active; recombinant Pol eta, fluorescent DNA replication assay; Potency, µM (top dose mostly 114 µM), for inactives: at the highest dose activity change, negative = inhibition, most hits filed as inhibitors; Q9Y253; also: % is scaled to controls: 0 for no effect and ±100 for the full control effect
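Pol eta at 10 nM preincubated with compounds 15 min at room temperature; reaction started with fluorescent substrate (50 nM final) and read kinetically at 0 and 10 min.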
Pol beta inh: DNA polymerase beta (human) inhibition; Pol beta primer extension/strand displacement, fluorescence kinetic; Potency, µM (series often up to 114 µM), for inactives: at the top dose activity change, negative = inhibition, hits mostly inhibitors; 1.3% of 340,000 active; also: % is scaled to controls: 0 for no effect and ±100 for the full control effect
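Values derive from four-parameter Hill fits of normalized kinetic data: reads at 0 and 10 min following addition of 50 nM substrate to 10 nM Pol beta preincubated 15 min with compound.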
APEX1 inh: APE1 (human) endonuclease inhibition; 0.35% of 350,000 active; P27695; recombinant APE1, TAMRA/BHQ-2 abasic DNA cleavage fluorescence; AID 2517; Potency, µM (top dose mostly 65.8 µM), for the others: at the highest dose activity change, negative = inhibition, hits mostly inhibitors;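 also: plate controls were vehicle for no effect and reference inhibitor for full effect; nearly all actives have a fitted effect of over 55% in size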
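Readout is kinetic fluorescence (ex 525, em 598 nm) from cleavage of 50 nM TAMRA/BHQ-2 THF abasic duplex by 0.75 nM APE1, compound added 15 min beforehand at RT.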
BLM inh: blocks DNA unwinding by human BLM helicase. 0.2% of 350,000 active. recombinant BLM DNA unwinding, fluorescence dequenching. AID 2528. Potency, µM (doses to about 56.1 µM), inactives show top-dose activity change, negative = inhibition, hits mostly inhibitors;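 also: plate controls were vehicle for no effect and no enzyme for full effect; nearly all actives have a fitted effect of over 35% in size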
POLK inh: inhibitors of human DNA polymerase kappa. Q9UBT6. purified Pol kappa, fluorescent DNA synthesis assay, 10 min. Potency, µM (titrated, usually from 107 µM), for the others: at the highest dose activity, negative = inhibition, actives largely listed as inhibitors. 0.53% of 400,000 active. AID 588579; also: % is scaled to controls: 0 for no effect and ±100 for the full control effect
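50 nM final substrate added after 15 min RT preincubation of 10 nM Pol kappa with compound; fluorescence read at 0 and 10 min.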
Numbers without * were called inactive; ? = inconclusive; nt = no result given; [ ] = remark or other dose. Calls follow the shape of the dose curve; as a rule, active = well fitted curve in the direction sought with a large enough effect; inconclusive = small, poorly fitted or top-dose-only effect, or another doubt; inactive = no such curve, though single readings can be large; an effect the other way counts as inactive or inconclusive. Potency is read from the fitted curve at half-maximal effect. The list is partial; the hit share may differ from the screen's.

smiles	POLH inh	BLM inh	POLK inh	Pol iota inh	Pol beta inh	APEX1 inh	G9a block	Anesthetic bind	BAZ2B inh
CC(=NNC(=O)c1ccc(NS(=O)(=O)c2ccc(Br)cc2)cc1)c1cccnc1	-10%	nt	-1%	72%[activator]	nt	0%	nt	nt	nt
Cc1nn(C)c(Sc2ccccc2N)c1[N+](=O)[O-]	-15%	-3%	-9%	?	-5%	0%	7.9µM*	?	-37%
CC(=NCCN1CCOCC1)C1=C(O)c2ccccc2C1=O	-11%	0%	-6%	-9%	0%	-2%	3%[59 µM]	-9%	8%
Cc1ccc(C(=O)Nc2ccc(N3CCN(C)CC3)nc2)cc1	-21%	1%	1%	20%	57%	16%	?	-3%	-1%
CCS(=O)(=O)N1CC(=O)N(c2cccc(C)c2C)C(C)(C(=O)NC2CCCCCC2)C1 (centres undefined)	-12%	-1%	1%	6%	16%	nt	2%[59 µM]	-4%	3%
CC1CCc2c(sc3ncnc(NCCCOC(C)C)c23)C1 (centres undefined)	-6%	-2%	-9%	15%	4%	-4%	21%[59 µM]	?	0%
CC(=O)c1ccc(S(=O)(=O)Nc2cccc(-c3ccc4nncn4n3)c2)cc1	-17%	-1%	-4%	54%[activator]	-2%	?	-24%	-12%	-24%
CC(=O)Nc1ccc(S(=O)(=O)N2CCC(C(=O)NC3CC3)CC2)cc1	-1%	-4%	4%	16%	6%	8%	69%	-1%	-5%
COC(=O)c1ccc(OS(=O)(=O)c2ccc(NC(C)=O)cc2)cc1	-5%	0%	-4%	6%	10%	5%	-3%[59 µM]	1%	-21%
Cc1cc(Cl)c(S(=O)(=O)Nc2ccccn2)cc1OCC(N)=O	-7%	-12%	-10%	-24%	-5%	-8%	0%[12.7 µM]	14%	12%
O=C(CCNS(=O)(=O)c1ccc2[nH]c(=O)oc2c1)Nc1ccccc1	22%	1%	-26%	?	0%	30%	17%	-1%	-13%
CC(C)N(CCCNC(=O)Cn1c(=O)c2cccn2c2ccc(F)cc21)Cc1ccccc1	-2%	7%	0%	10%	27%	-4%	?	-1%	-13%
O=C(Oc1cc2oc(=O)c3c(c2cc1Cl)CCCC3)c1cccs1	-14%	-4%	-4%	-17%	40%	3%	34%[59 µM]	107%[activator]	9%
Cc1ccccc1C(=O)NC1CCN(CC(=O)Nc2ccc(Br)cc2)CC1	-19%	5%	9%	5%	29%	-7%	13%[59 µM]	-15%	0%
Cc1ccccc1NC(=O)NNC(=O)OC(C)(C)C	-21%	-5%	-6%	-2%	11%	4%	-5%	-9%	-11%
CCCCN1C(=O)Nc2ccccc2S1=O (centres undefined)	-5%	0%	-6%	13%	-8%	-2%	4%[59 µM]	-9%	7%
COc1cccc(CNC(=O)CCC2CCCN(C/C=C/c3ccccc3OC)C2)c1 (centres undefined)	-1%	1%	0%	123%[activator]	34%	16%	nt	-10%	0%
CC(C)CCNc1c(-c2cccs2)nc2ccccn12	-15%	-8%	-16%	16%	3%	4%	45µM*	?	-30%
CCOC(=O)N(NC(=O)C(O)(CC(C)C)CC(C)C)c1ccccc1	-8%	-10%	-3%	-9%	2%	2%	2%	?	1%
O=C(Nc1cccc(O)c1)c1cc(-c2ccccc2Cl)on1	5%	-3%	-5%	58%[activator]	9%	7%	2%	-14%	9%
CCOC(=O)N1CCC(NC(=O)CCC(=O)N2CCOc3ccc(Cl)cc32)CC1	-8%	0%	-1%	87%[activator]	4%	0%	-36%	-12%	8%
COc1ccc(NC(=O)CCCn2cc([N+](=O)[O-])cn2)cc1	-12%	-4%	-13%	172%[activator]	3%	0%	?	-8%	-15%
CC(C)c1cc(C(=O)N2CCCC(N3CCN(c4ccc(F)cc4)CC3)C2)n(C)n1 (centres undefined)	4%	-2%	-3%	11%	2%	6%	-7%[12.7 µM]	-12%	-10%
CCc1ccc(CN2C(=O)c3ccccc3C2C(=O)NCCc2ccc(OC)c(OC)c2)cc1 (centres undefined)	-19%	-1%	-2%[60.1 µM]	40%[activator]	3%	nt	0%[59 µM]	-9%	-3%
O=c1[nH]ncc(N2CCCC2)c1Cl	-11%	-1%	3%	?	35%[activator]	15%	13%	-1%	16%
Nc1c(N(Cc2ccco2)C(=O)c2cccc(Cl)c2)c(=O)[nH]c(=O)n1Cc1ccccc1	-8%	nt	-7%	15%	nt	-7%	?	nt	9%
Cc1noc(C)c1S(=O)(=O)N1CCC(C(=O)NC2CCN(Cc3ccccc3)CC2)CC1	0%	-1%	2%	12%	6%	2%	-9%	-7%	10%
O=C(NCCCN1CCN(c2ccccc2F)CC1)C1CCC(=O)N1C1CCCC1 (centres undefined)	-18%	0%	8%	34%[activator]	-26%	?	9%	-4%	-6%
COc1ccc(CN(C)C(=O)c2ccc3c(=O)n4c(nc3c2)CCC4)cc1	3%	-2%	-4%	1%	3%	-4%	nt	?	-5%
COc1ccc(OC)c(S(=O)(=O)NCCc2csc(-c3cccc(F)c3)n2)c1	-17%	-9%	-14%[60.1 µM]	-22%	3%	nt	15%[59 µM]	41%[activator]	-13%
CSCc1c(C(=O)OCC(=O)NC2CCCCC2)oc2ccccc12	-6%	nt	-8%	-6%	nt	-3%	-4%[12.7 µM]	nt	6%
COc1cc2c(cc1OC)CC1(CCCCC1)N=C2	-18%	-4%	0%	20%	-8%	4%	3%	-5%	-2%
CC(c1ccccn1)N(CCN(C)C)C(=S)Nc1cccc(F)c1 (centres undefined)	-4%	-14%	-6%	-7%[58.9 µM]	11%	-4%	-10%[12.7 µM]	-8%	?
CN(CC(O)COCc1ccc2c(c1)OCO2)C1CCCCC1 (centres undefined)	2%	3%	-3%[60.1 µM]	8%	17%	5%	-17%[59 µM]	1%	3%
CCOC(=O)C1=C(C)NC(=O)C1CC(=O)O (centres undefined)	-4%	-1%	-11%	13%	8%	0%	?	1%	-5%
O=C(COc1cccc2ccccc12)Nc1cc(Cl)ccc1C(=O)O	-14%	-8%	6%	124%[activator]	9%	4%	76%[activator]	-12%	-3%
NC(=O)C1CCN(c2c([N+](=O)[O-])cc(C(F)(F)F)cc2[N+](=O)[O-])CC1	-1%	-1%	-3%	167%[activator]	11%	3%	nt	-2%	-7%
COc1ccc(N2C(=O)CC(N3CCN(S(=O)(=O)c4ccc(Cl)cc4)CC3)C2=O)cc1 (centres undefined)	-12%	-1%	-6%	85%[activator]	7%	-5%	2%	-4%	nt
Cc1onc(C(=O)Nc2c(C)n(C)n(-c3ccccc3)c2=O)c1[N+](=O)[O-]	-2%	1%	-10%	51%[activator]	3%	-13%	nt	-20%	?
CCc1cc(S(=O)(=O)N2CCN(C(=O)c3ccco3)CC2)ccc1OC	-21%	-1%	6%	52%[activator]	-2%	22%	?	-9%	-24%
Cc1cc(Cl)c(S(=O)(=O)NCC2CCCO2)cc1OCC(=O)NC1CCCCC1 (centres undefined)	9%	4%	-11%	9%	9%	0%	-11%	-8%	1%
Cc1nc(-c2ccccc2)sc1C(=O)O	0%	0%	-3%	6%	1%	-5%	?	-1%	-23%
Cc1ccc(-c2nnc(Nc3cccc(Br)c3)c3ccccc23)cc1S(=O)(=O)NCC1CCCO1 (centres undefined)	-5%	-12%	-6%	1%	21%	nt	-32%[59 µM]	44%[activator]	-2%
CCN1CCN(CC(=O)N2N=C(c3cccs3)CC2c2ccc(OC)cc2)C(=O)C1=O (centres undefined)	0%	1%	0%	145%[activator]	22%	16%	3%	-8%	-8%

Structural class, the entries above containing an aryl methoxy group.
smiles	POLH inh	BLM inh	POLK inh	Pol iota inh	Pol beta inh	APEX1 inh	G9a block	Anesthetic bind	BAZ2B inh
COc1cccc(CNC(=O)CCC2CCCN(C/C=C/c3ccccc3OC)C2)c1 (centres undefined)	-1%	1%	0%	123%[activator]	34%	16%	nt	-10%	0%
COc1ccc(NC(=O)CCCn2cc([N+](=O)[O-])cn2)cc1	-12%	-4%	-13%	172%[activator]	3%	0%	?	-8%	-15%
CCc1ccc(CN2C(=O)c3ccccc3C2C(=O)NCCc2ccc(OC)c(OC)c2)cc1 (centres undefined)	-19%	-1%	-2%[60.1 µM]	40%[activator]	3%	nt	0%[59 µM]	-9%	-3%
COc1ccc(CN(C)C(=O)c2ccc3c(=O)n4c(nc3c2)CCC4)cc1	3%	-2%	-4%	1%	3%	-4%	nt	?	-5%
COc1ccc(OC)c(S(=O)(=O)NCCc2csc(-c3cccc(F)c3)n2)c1	-17%	-9%	-14%[60.1 µM]	-22%	3%	nt	15%[59 µM]	41%[activator]	-13%
COc1cc2c(cc1OC)CC1(CCCCC1)N=C2	-18%	-4%	0%	20%	-8%	4%	3%	-5%	-2%
COc1ccc(N2C(=O)CC(N3CCN(S(=O)(=O)c4ccc(Cl)cc4)CC3)C2=O)cc1 (centres undefined)	-12%	-1%	-6%	85%[activator]	7%	-5%	2%	-4%	nt
CCc1cc(S(=O)(=O)N2CCN(C(=O)c3ccco3)CC2)ccc1OC	-21%	-1%	6%	52%[activator]	-2%	22%	?	-9%	-24%
CCN1CCN(CC(=O)N2N=C(c3cccs3)CC2c2ccc(OC)cc2)C(=O)C1=O (centres undefined)	0%	1%	0%	145%[activator]	22%	16%	3%	-8%	-8%

Compound activity: PubChem, National Center for Advancing Translational Sciences (NCATS)
